# Source: PubChem
# TDP1 cell noCPT = qHTS for Inhibitors of human tyrosyl-DNA phosphodiesterase 1 (TDP1): qHTS in cells in absence of CPT; Potency, µM (doses to about 46.2 µM), for the others: at the top dose activity change, negative = growth inhibition, usual class: inhibitors; AID 686978, 2013; DT40 Tdp1-/- hTDP1 cells, no CPT, ATP luminescence, 48 h; 15% of 420,000 active; further: nearly all actives have a fitted effect of over 55% in size
#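 Camptothecin absent (DMSO only). Human TDP1-complemented DT40 knockout cells, 400 cells/well, 37 °C for minimum 48 hr; ATP measured via CellTiter-Glo, 30 min dark incubation, luminescence.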
# N370S GC mod = N370S glucocerebrosidase modulation, Gaucher chaperone candidate. P04062. N370S GC spleen homogenate, 4MU-glucoside fluorescence. Potency, µM (doses to about 59.4 µM), without a hit: at the highest dose activity change, negative = inhibition, usual class: inhibitors. 0.092% of 330,000 active. AID 2101;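 further: 0% = full enzyme activity and -100% = no enzyme basal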
# TDP1 inh = blocks human tyrosyl-DNA phosphodiesterase 1; Q9NUW8; recombinant TDP1, AlphaScreen DNA substrate cleavage; Potency, µM (doses to about 130 µM), for the others: at the highest dose activity change, negative = inhibition, most hits filed as inhibitors; 0.28% of 350,000 active; further: nearly all actives have a fitted effect of over 40% in size
# Target sequence (Q9NUW8 whole entry, looked up): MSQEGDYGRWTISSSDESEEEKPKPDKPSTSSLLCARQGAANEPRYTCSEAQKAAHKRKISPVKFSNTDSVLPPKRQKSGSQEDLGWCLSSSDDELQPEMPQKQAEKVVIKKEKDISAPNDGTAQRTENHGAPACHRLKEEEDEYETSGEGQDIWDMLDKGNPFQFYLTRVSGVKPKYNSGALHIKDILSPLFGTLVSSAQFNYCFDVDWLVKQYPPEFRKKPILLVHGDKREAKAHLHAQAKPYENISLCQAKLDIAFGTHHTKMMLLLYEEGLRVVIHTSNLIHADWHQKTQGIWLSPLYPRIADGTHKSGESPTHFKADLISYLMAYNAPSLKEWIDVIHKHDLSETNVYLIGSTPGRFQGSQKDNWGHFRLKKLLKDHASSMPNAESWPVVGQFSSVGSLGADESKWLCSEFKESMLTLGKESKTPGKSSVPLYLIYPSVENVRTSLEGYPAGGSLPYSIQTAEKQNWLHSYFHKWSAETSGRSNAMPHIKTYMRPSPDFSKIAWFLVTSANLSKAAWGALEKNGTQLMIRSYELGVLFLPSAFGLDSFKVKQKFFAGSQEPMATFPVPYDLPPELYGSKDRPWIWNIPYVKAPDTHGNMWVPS
#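 Here, a 5' biotin and 3' phosphotyrosine-FITC DNA oligonucleotide reports Tdp1 activity: intact substrate bridges AlphaScreen beads, while cleavage leaves a 3' phosphate and drops signal. All incubations at room temperature.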
# * marks the source's active call; other numbers are inactive results; u = inconclusive; x = no result given; & = joins results of further samples; [ ] = another dose, or the depositor's remark. The call rests on the fitted dose curve; in most records, active means well fitted curve in the direction sought with a large enough effect; inconclusive means small, poorly fitted or top-dose-only effect, or another doubt; inactive means no such curve, though single readings can be large; an effect the other way counts as inactive or inconclusive. Unless noted, on the % scale 0 is the no-effect control and ±100 the full control effect; potency means the concentration at half of the fitted maximal effect.
SMILES,TDP1 cell noCPT,N370S GC mod,TDP1 inh
COC(=O)c1cc(S(=O)(=O)N2CCN(c3ccccc3)CC2)c[nH]1,u,-1%,x
CSCC[C@H](NC(=O)C1CCN(C(=O)[C@H](Cc2ccccc2)NS(=O)(=O)c2ccc(C)cc2)CC1)C(=O)O,9%,2%,x
COc1ccccc1NC(=O)C1CCCN(C(=O)Nc2ccc(F)cc2)C1 (configuration not stated),-15%,-7%,2%
CCCCn1c(C(C)NC(=O)CC)nc2ccccc21 (configuration not stated),12µM*,5%,6%
Nc1ccccc1SSc1ccccc1N,3.7µM*,1%,-9%
CS(=O)(=O)c1ccc(-c2nnc(NC(=O)c3cccc(N4C(=O)CCC4=O)c3)o2)cc1,-1%,-6%,0%
Cc1oc2cc3c(C(=O)N4CCCCC4)c(C)oc3cc2c1C(=O)N1CCCCC1,18µM*,8%,5%
O=[N+]([O-])c1ccc(Sc2nnnn2-c2ccccc2)nc1,3.7µM*,-3%,1%
O=C(NCCCNC(=O)c1cc(Cl)ccc1Cl)c1ccccn1,0%,-3%,-11%
O=C(Nc1ccccc1)NC1CCCCNC1=O (configuration not stated),-7%,1%,-1%
CC(=O)c1ccc(NC(=O)c2ccc3c(c2)C(=O)N(c2ccccn2)C3=O)cc1,0%,-7%,x
Cc1ccc(C)c(Nc2c([N+](=O)[O-])c(=O)oc3ccccc23)c1,10µM*,-20%,5%
O=C(CCc1nnc(-c2ccsc2)o1)N1CCc2c(Cl)cccc2C1,u,-2%,-2%
COc1ccc(N(C(=O)c2snc(C(N)=O)c2N)C(C(=O)NC2CCCC2)c2cc(OC)ccc2OC)c(OC)c1 (configuration not stated),29µM*,-2%,2%
CCN(CC)C(=O)CN1CCN(c2ccccc2F)CC1,-14%,0%,0%
O=C1C=CC(=O)N1N(c1ccccc1)c1ccccc1,21µM*,0%,8%
COc1cccc(/C=C/C(=O)OCC(=O)NCc2ccco2)c1,-14%,5%,50µM*
COc1ccc(CCNC(=O)c2c(Cl)ccc(Cl)c2OC)cc1OC,-19%,-5%,x
CCOCCOC(=O)c1[nH]c2c(c1C)C(=O)CC(c1cc(OC)c(OC)c(OC)c1)C2 (configuration not stated),9.2µM*,-12%,x
CCn1c(SCC(=O)NC2CCCCC2)nc2c(c1=O)SCC2,-11%,3%,2%
CCCNC(=O)N1CCN(S(=O)(=O)c2ccc(C)cc2)CC1,-1%,2%,7%
COc1ccc(OC)c(NC(=O)CCNS(=O)(=O)c2cccc3nonc23)c1,-1%,-6%,8%
CCOc1ccc(-c2c(C(=O)N/N=C/c3cccnc3)nnn2-c2nonc2N)cc1,0%,-2%,50µM*
CC1CCN(Cc2cnc(Cl)s2)CC1,-13%,5%,-6%
CCc1nnc(N2C(=O)c3cccc4cccc(c34)C2=O)s1,u,-7%,6%

# Single records, as listed above. Screens in order: TDP1 cell noCPT	N370S GC mod	TDP1 inh
# `CSCC[C@H](NC(=O)C1CCN(C(=O)[C@H](Cc2ccccc2)NS(=O)(=O)c2ccc(C)cc2)CC1)C(=O)O` across the screens: 9%	2%	x
# `O=C(NCCCNC(=O)c1cc(Cl)ccc1Cl)c1ccccn1` across the screens: 0%	-3%	-11%

# Later entries
SMILES,TDP1 cell noCPT,N370S GC mod,TDP1 inh
NCCn1c(=O)c(CCc2ccccc2)nc2cncnc21,-24%,-20%,x
Cc1cc(C(=O)OCC(=O)NCc2cccs2)ccc1[N+](=O)[O-],-19%,x,0%
O=c1c2cccnc2n(Cc2ccccc2F)c(=O)n1Cc1ccc(F)cc1,u,x,-7%
Cc1nc2cc(C(=O)NCc3ccc4c(c3)OCO4)ccc2n1-c1ccc(Br)cc1,-19%,1%,8%
CCCOc1ccc2oc(=O)c3c(c2c1)CCCN3C(=O)CN1CCc2ccccc2C1,23µM*,-12%,7%
CCOc1cccc(Nc2nn(-c3ccc(OC(F)(F)F)cc3)nc2C(C)=O)c1,-10%,x,7%
COc1ccc2nc(N3CCCC3)c(C#N)cc2c1,u,-11%,x
Nc1nc(CSc2ncn[nH]2)nc(Nc2ccc(F)cc2)n1,9%,2%,-2%
CNc1nnc(C(F)(F)F)s1,-4%,4%,3%
CS(=O)(=O)c1ccc(Cl)c(NC(=O)CCN2C(=O)NC3(CCCC3)C2=O)c1,10%,x,-1%
Cc1ccc(S(=O)(=O)N(CC(=O)Nc2ccc(C)cc2C)C(=O)N2CCN(C)CC2)cc1,-11%,-5%,x
COc1ccc2[nH]c3c(c2c1)CCN1C(=O)C(CC(=O)NCc2ccco2)C[C@H](C(=O)N2CCCCC2)[C@@]31C (some centres not stated),u,x,0%[56.1 µM]
CC(C(=O)N1CCc2ccccc2C1)N(c1ccccc1)S(C)(=O)=O (configuration not stated),u,-12%,-9%
CN(C)c1ccc(CNc2ccccn2)cc1,u,-4%,x
CC(=O)c1cccc(-n2nnnc2SCC(=O)Nc2ccccc2N2CCCCC2)c1,23µM*,11%,-2%
CC(=O)c1c(C)[nH]c(C(=O)Nc2ccc(Cl)cc2)c1C,-18%,1%,2%
Cc1ccc(S(=O)(=O)C2(C(=O)NCCc3ccccc3)CC2)cc1,23%,-5%,x
Cc1ccccc1OCCn1cnc2c(N)ncnc21,u,4%,-1%
CC(=O)N1CCc2c(sc3c2c(=O)n(-c2ccccc2Cl)c(=O)n3C)C1,18%,x,0%
O=C(Cn1c(=S)[nH]c2ccccc2c1=O)NCCc1ccccc1,-4%,-2%,-1%
O=C(Nc1c(C(=O)N2CCOCC2)cnn1-c1ccccc1)c1ccccc1F,-2%,6%,x
COC(=O)CCC(=O)OC1(C)C(=O)C=C2C=C(C3CC3)N(CC(C)C)C=C2C1=O (configuration not stated),x,-12%[12.8 µM],-2%[12.3 µM]
COc1ccc2[nH]c(O)c(N=NC(=N)N)c2c1,1%,-9%,2%
Cc1nn(Cc2ccc(F)cc2)c(C)c1NC(=O)C1c2ccccc2Oc2ccccc21,u,-18%,5%
O=C(CC1(O)C(=O)N(Cc2ccccc2)c2ccccc21)c1ccc2c(c1)OCO2 (configuration not stated),u,11%,4%

# A run of entries taken from the entries so far, as a working copy:
SMILES,TDP1 cell noCPT,N370S GC mod,TDP1 inh
CC(=O)N1CCc2c(sc3c2c(=O)n(-c2ccccc2Cl)c(=O)n3C)C1,18%,x,0%
O=C(Cn1c(=S)[nH]c2ccccc2c1=O)NCCc1ccccc1,-4%,-2%,-1%
O=C(Nc1c(C(=O)N2CCOCC2)cnn1-c1ccccc1)c1ccccc1F,-2%,6%,x
COC(=O)CCC(=O)OC1(C)C(=O)C=C2C=C(C3CC3)N(CC(C)C)C=C2C1=O (configuration not stated),x,-12%[12.8 µM],-2%[12.3 µM]
COc1ccc2[nH]c(O)c(N=NC(=N)N)c2c1,1%,-9%,2%
Cc1nn(Cc2ccc(F)cc2)c(C)c1NC(=O)C1c2ccccc2Oc2ccccc21,u,-18%,5%
O=C(CC1(O)C(=O)N(Cc2ccccc2)c2ccccc21)c1ccc2c(c1)OCO2 (configuration not stated),u,11%,4%

# Other results.
SMILES,TDP1 cell noCPT,N370S GC mod,TDP1 inh
Cc1ccc(-n2nc3cc(C)c(NC(=O)COc4ccccc4)cc3n2)cc1,3%,x,2%
CCOC(=O)c1ccc(NS(=O)(=O)c2ccc3c(c2)CCCN3C(C)=O)cc1,u,-1%,1%
O=S(=O)(Nc1ccncc1)c1ccc(Cl)c(Cl)c1,-8%,-11%,x
COc1ccc(NC(=O)Nc2cccc(C)n2)c(OC)c1,23%&-5%,u,0%
CCCc1cc(=O)n2[nH]c(NCc3c(F)cccc3Cl)nc2n1,u,8%,7%&7%
CN(C)Cc1c(O)ccc2occ(C(=O)c3ccc(F)cc3)c12,-30%,7%,x
c1ccc2c(Oc3ccc4c(c3)OCO4)nncc2c1,u,-12%[2.35 µM],0%
CCOC(=O)N1CCN(C(=O)C(C)SCc2ccccc2)CC1 (configuration not stated),-25%,2%,2%
N#Cc1ccc(C(=O)Nc2cccc3ncccc23)c(F)c1,u,14%,5%
COc1cccc(CNC(=O)CCc2nnc3ccc(NCCCN4CCCC4=O)nn23)c1,5%,0%,0%
COCCn1c(-c2cc(OC)c(OC)c(OC)c2)nc2oc3cc(OC)ccc3c(=O)c2c1=O,u,1%,0%
CC(C)CC(=O)NC(=S)N1CCCCCC1,-11%,-14%,3%
CCc1ccc(OC(C)C(=O)N(Cc2ccco2)C2CCS(=O)(=O)C2)cc1 (configuration not stated),-22%,-2%,x
CCN(CC)C(=O)c1sc2c(c1C)c(=O)n(CCc1ccccc1)c(=O)n2Cc1ccc(C)cc1,u,x,5%
CCOC(=O)C(Cc1ccccc1)NC(=O)Cn1nnc(-c2ccc(SC)cc2)n1 (configuration not stated),u,-1%,4%
COc1cc(/C=C(\C#N)c2nc3ccccc3[nH]2)ccc1OCc1ccccc1F,-27%,x,5%[12.3 µM]
COC(=O)C1CCC(C)(C(=O)Nc2ccccc2)C1(C)C (configuration not stated),u,-1%,3%
C=CC1C(OC2OC(CO)C(O)C(O)C2O)OC=C(C(=O)OC)C1CC1CC(=O)CC(CC(=O)CCc2ccc(O)cc2)O1 (configuration not stated),-17%,-1%,x
CCN(CC)c1ccc(NC2=C(Cl)C(=O)c3ccccc3C2=O)cc1,13µM*,-28%,11%
CC(=O)NCC1CCN(C(=O)C2CCC(=O)N(CCc3cccc(F)c3)C2)CC1 (configuration not stated),7%,-3%,3%
Oc1ccc(-c2nc3c4c(ncn3n2)-c2ccccc2CC42CCCC2)cc1,16µM*,-3%,2%
CC(C)C[C@H](NC(=O)c1nc[nH]c1C(=O)NC1CCN(C(=O)OC(C)(C)C)CC1)C(=O)OC(C)(C)C,18µM*,-7%,9%
COc1ccccc1Nc1cc(C(=O)NC2CCCC2)c2ccccc2n1,u,-3%,0%&0%
O=C(CC(=O)NCCc1ccccc1)NCCc1ccccc1,-15%,-7%,9%
CCCCn1nnnc1SCC(=O)Nc1ccc(F)cc1,1%,7%,6%
SMILES,TDP1 cell noCPT,N370S GC mod,TDP1 inh
Cc1oc2c(Cl)c(Cl)c(O)c(CN(C)C)c2c1C(=O)c1ccc(Cl)cc1,u,-8%,x
c1cncc(-c2nc(N3CCNCC3)c3ccccc3n2)c1,u,-14%,x
COC(=O)c1ccc(-c2ncc(-c3cccc4ccccc34)o2)cc1,-8%,u,x
CC(OC(=O)c1cccc(S(=O)(=O)N2CCOCC2)c1)C(=O)NC1CCCCC1C (configuration not stated),1%,x,0%
Cc1cc2ccccn2c1C(=O)c1nc(NCc2ccco2)ncc1Cl,-24%,14%,5%
CCOc1c(Cl)cc(C(=O)Nc2ccccc2-c2ccccc2)cc1Cl,-20%,12%,x
C=CCNC(=O)Cn1nnc(-c2ccc(-c3ccc(OC)cc3)cc2)n1,1%,-5%,x
COc1ccc2c(c1)CC/C(=C/c1ccncc1)C2=O,16µM*,1%,3%
COC(=O)C1CCN(c2ccc([N+](=O)[O-])cc2)CC1,3%,-6%,8%
Cc1ccc(CNC(=O)C2CCN(C(=O)Nc3ccccc3)CC2)cc1,-18%,1%,x
CC#CC(C)C(OCOC)C(CC(C)Cc1cc(Br)cc(OCc2ccccc2)c1OC)OC (configuration not stated),x,6%[12.8 µM],-4%[21 µM]
COC(=O)C[C@H]1c2ccccc2C2=C(C[C@@H](C)[C@H]3C(=O)N(c4ccccc4)C(=O)[C@@H]23)N1C(=O)OC,x,3%&-3%[12.8 µM],16%[12.3 µM]
CCOc1ccc(-n2cc(-c3ccc(OC)c(OC)c3)[nH]c2=S)cc1,u,-7%,3%
Cc1ccc(C2CCN(C(=O)Nc3ccc(C)c(C)c3)C2)cc1 (configuration not stated),u,x,4%
N#Cc1nc(-c2cccc(Cl)c2)oc1N1CCC(C(N)=O)CC1,-23%,-3%,x
Cc1cccc(Nc2nc3c(c(=O)n(C)c(=O)n3C)n2CC(O)CO)c1 (configuration not stated),-25%,-14%,4%
CCCOc1ccc(N2C(=O)CC(SCCN)C2=O)cc1 (configuration not stated),-5%,-2%,12%
CCOc1ccc(/C=N/n2c(C)nc3ccccc3c2=O)cc1,1%,-17%,x
N#Cc1ccccc1OCC(=O)OCC(=O)c1ccc[nH]1,4%,x,-7%
CCC1(C)Cc2ccccc2C(=O)N1 (configuration not stated),-14%,2%,x
COc1ccc(CNC(=O)c2cc3c(=O)n(C)c4ccccc4c3n2C)c(OC)c1,u,x,6%
CN(c1ccc(OCc2ccc([N+](=O)[O-])cc2)cc1)S(=O)(=O)c1ccccc1,u,0%,5%[0.0935 µM]
O=C(Nc1ncccc1O)c1ccc2c(c1)OCO2,16µM*,-3%,0%
C/C(=N\Nc1ccc([N+](=O)[O-])cc1[N+](=O)[O-])c1ccc(-n2nncc2C(C)(C)C)cc1,13µM*,-6%,11%
C=CCn1c(NCc2ccccc2O)nc2ccccc21,u,-5%,x
O=C(O)COc1ccc(OCCNC[C@@H](O)COc2ccccc2)cc1,-6%,-3%,14%[56.1 µM]
Cc1ccc(Cn2c(C)c3cnn(CC(=O)NCc4ccccn4)c(=O)c3c2C)cc1,u,2%,x
Cc1nn(C)cc1CNC(=O)CCC(=O)O,-11%,6%,2%
CCN(CC)c1ccc(CN(C(=O)c2cc(OC)c(OC)c(OC)c2)C2CCS(=O)(=O)C2)cc1 (configuration not stated),4%,-11%,0%

# These rows are one share of the data; rates above refer to the full screens.
